Screening results from PubChem.
KCNQ1 inh: inhibitors of human KCNQ1 channel, primary screen, cell-based, thallium flux, high-throughput. Potassium voltage-gated channel subfamily KQT member 1 (Homo sapiens), P51787. CHO-K1 KCNQ1, FluxOR thallium flux fluorescence; hits give high values. B-score at 10 µM. 1.3% of 310,000 active;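 active = compounds whose thallium flux B-score, printed positive for inhibition, exceeds three library SD while starting fluorescence stays within three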;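 note: channel opened by potassium depolarization with thallium stimulus after 20 min compound exposure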
TRPC4 act: activators of mouse TRPC4 channel, primary screen, Fluo4 calcium, HEK293 TRPC4beta/mu-opioid cells; B-score at 10 µM; Fluo4 calcium fluorescence; hits give high values; AID 2237, 2010; 0.49% of 310,000 active;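 active = B-score above 5 SD of library B-scores, and initial fluorescence ratio not above library mean plus 5 SD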;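 note: positive B-score marks a calcium rise read as TRPC4 activation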
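Assay system: HEK293 stable line with TRPC4beta plus mu-opioid receptor; schedule: 45 min room-temperature Fluo4 loading, 110 s read; technique: kinetic Fluo4 calcium fluorescence; evaluation: integrated baseline-normalised fluorescence ratio, converted to per-well B score; controls: buffer (low) and maximal DAMGO (high)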
TRPC4 potent: positive allosteric modulators of TRPC4, primary screen, cell-based, mouse TRPC4beta, HEK293 mu-opioid, Fluo-4 calcium; Short transient receptor potential channel 4 (Mus musculus), Q9QUQ5; DAMGO EC20, Fluo-4 Ca2+ flux; hits give high values; B-score at 10 µM; 0.42% of 310,000 active;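 active = B-score of calcium response area above 5 SD of library B-scores, with initial fluorescence ratio within 5 SD of library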;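 note: B-score of integrated fluorescence ratio over time as area under calcium response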
hERG protect: hERG rescue from dofetilide block, primary screen, cell-based, CHO-hERG, FluxOR thallium flux, dofetilide IC70 | dofetilide IC70 present | 0.51% of 310,000 active | AID 1511, 2009 | activation (rescue from dofetilide block), less the hit threshold, % at 10 µM;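 active = activation above the mean of controls blocked by dofetilide plus 5 SD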;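 note: thallium influx through hERG after potassium depolarization seen as dye fluorescence rise; in these data hits start at about 4.7%; inactives centre near -7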
Platelet DG rel: inhibitors of platelet dense granule secretion, primary screen, cell-based, MLPCN, human platelets. inhibition, %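 (compounds screened at 7.5 µM in platelet-rich plasma)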. human platelet-rich plasma, SFLLRN dense granule ATP release, luminescence. 0.22% of 300,000 active;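 active = mean replicate score, as percent of positive control, at or above 50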
TRPC4 inh: inhibitors of mouse TRPC4 channel, primary screen, Fluo4 calcium, HEK293 TRPC4beta/mu-opioid cells; Short transient receptor potential channel 4 (Mus musculus), Q9QUQ5; DAMGO-evoked Fluo4 calcium flux; hits give low values; B-score at 10 µM; 0.39% of 300,000 active;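 active = B-score over 3 SD under the library average, no early fluorescence shift, positive overall ratio signal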
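Material: HEK293 cells with stable TRPC4beta plus mu-opioid receptor expression; probe or stimulus: DAMGO in two steps, submaximal then maximal; technique: Fluo4 calcium fluorescence by kinetic imaging, 5 s 1 Hz baseline; measure: integrated fluorescence ratio relative to baseline, converted to per-well B score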
KCNK3 block: human KCNK3 channel inhibitors, primary screen, CHO cells, FluxOR thallium flux, B-score; FluxOR fluorescence; hits give low values; B-score at 10 µM; 0.84% of 340,000 active;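 active = B-score under library mean minus 4 SD, starting fluorescence ratio at most library mean plus 5 SD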;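 note: more negative B-score means stronger inhibition of thallium flux through KCNK3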
Target sequence (O14649 whole entry, looked up): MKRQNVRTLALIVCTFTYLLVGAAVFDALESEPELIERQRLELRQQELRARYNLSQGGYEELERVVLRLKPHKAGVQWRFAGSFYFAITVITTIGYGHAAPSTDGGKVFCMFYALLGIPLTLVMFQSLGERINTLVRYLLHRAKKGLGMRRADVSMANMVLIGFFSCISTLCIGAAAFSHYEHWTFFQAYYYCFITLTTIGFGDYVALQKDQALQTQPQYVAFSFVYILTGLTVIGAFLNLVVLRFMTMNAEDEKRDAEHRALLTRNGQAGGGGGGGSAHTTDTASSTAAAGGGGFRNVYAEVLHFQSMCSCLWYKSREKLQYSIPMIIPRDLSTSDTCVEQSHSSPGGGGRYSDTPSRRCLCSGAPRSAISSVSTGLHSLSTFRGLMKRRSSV
KCNK9 inh: KCNK9 potassium channel inhibitors, primary screen, HEK293 cells, thallium flux. Potassium channel subfamily K member 9 (Homo sapiens), Q9NPC2. FluxOR thallium flux fluorescence; hits give low values. B-score at 10 µM. 1.2% of 310,000 active;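 active = ratio B-score over 3 SD below the library mean, with starting fluorescence within 5 SD of its mean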;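 note: negative B-score means less thallium flux so channel inhibition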
Target sequence (Q9NPC2 whole entry, looked up): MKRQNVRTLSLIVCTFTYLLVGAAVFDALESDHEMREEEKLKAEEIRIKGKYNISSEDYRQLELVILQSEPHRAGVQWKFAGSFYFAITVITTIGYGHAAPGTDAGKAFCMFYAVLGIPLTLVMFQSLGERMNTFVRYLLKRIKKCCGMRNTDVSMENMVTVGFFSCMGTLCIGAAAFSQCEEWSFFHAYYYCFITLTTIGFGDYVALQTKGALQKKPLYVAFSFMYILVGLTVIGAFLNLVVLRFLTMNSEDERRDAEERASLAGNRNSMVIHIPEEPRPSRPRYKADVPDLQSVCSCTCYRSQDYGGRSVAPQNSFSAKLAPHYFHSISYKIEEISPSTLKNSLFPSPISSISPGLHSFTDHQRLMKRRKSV
PolyA inhibitor: polyadenylation inhibitors in yeast reporter cells, primary screen, luminescence, S. cerevisiae; S. cerevisiae SKY197-pL101 polyadenylation reporter, beta-gal luminescence; efflux-impaired pdr1/pdr3 knockout yeast; score 100 = 6 SD above DMSO; calls only at 12 µM; 0.02% of 300,000 active; AID 1875, 2009;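 active = lowest replicate activity score at least 50, where 100 means six control SD above control mean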;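 note: yeast exposed to compound for 9 h at 30 °C; higher score means more reporter readthrough which indicates perturbed polyadenylation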
DYRK1A inh: rat Dyrk1A kinase inhibitors, primary screen, biochemical, single point, plate reader. ADP-Glo luminescence, NFATc1 peptide. inhibition, % at 12.5 µM. 0.43% of 310,000 active. AID 504441, 2011; in the data active = inhibition above about 50%;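 note: plate controls were vehicle with enzyme for no effect and no enzyme for full effect; many of its hits are not listed in these tables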
KCNQ1 pot: potentiators or activators of KCNQ1 channel, primary screen, cell-based, thallium flux, high-throughput; CHO-K1 KCNQ1, thallium flux FluxOR fluorescence; hits give high values; 0.35% of 310,000 active; Potassium voltage-gated channel subfamily KQT member 1 (Homo sapiens), P51787; B-score at 10 µM;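 active = fluorescence ratio B-score, a plate-corrected score, at least three library SD, with initial intensity B-score within 5 SD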
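Assay system: stable KCNQ1 CHO-K1 line; medium: assay buffer, equal DMSO in all wells; timing: 90 min dye loading and 20 min compound exposure, both at room temperature; technique: kinetic FluxOR thallium fluorescence, 10-s 1-Hz baseline, 110-s post-stimulus read; read-out basis: B score of baseline-normalized fluorescence ratio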
* hit, by the source's call; i = inactive; / = no result given.

Compound,KCNQ1 inh,TRPC4 act,TRPC4 potent,hERG protect,Platelet DG rel,TRPC4 inh,KCNK3 block,KCNK9 inh,PolyA inhibitor,DYRK1A inh,KCNQ1 pot
C=CC[C@@H]1Cc2c(Br)ccc(Br)c2[C@@H](CC=C)N1,i,i,i,-13,11,i,i,i,i,6,i
COc1cccc(C2CC(c3ccc(C)cc3)=NN2C(=O)c2ccccc2F)c1OC (stereo unspecified),i,i,i,-2,-2,i,i,i,i,-5,i
Cc1ccc(C)c(OCCC(=O)OCC(=O)NC(=O)NC2CCCC2)c1,i,i,i,-3,-4,i,i,i,i,2,i
O=C(Nc1ccc2c(c1)OCO2)c1ccncc1,i,i,i,-4,-2,i,i,i,i,9,i
c1ccc(C2=NNC(=NC3CC3)SC2)cc1,i,i,i,-2,32,i,i,i,i,7,i
CCN(CC)c1ccc(NC(=O)CN2CCN(CC(=O)Nc3ccccc3F)CC2)cc1,i,i,i,-7,-8,i,i,i,i,-7,i
O=C(NCc1cccnc1)c1cc(C(=O)C2CC2)c[nH]1,i,i,i,-3,9,i,i,i,i,7,i
CCCCN(C(=O)Cn1ncc(Cl)c(Cl)c1=O)c1c(N)n(CC(C)C)c(=O)[nH]c1=O,i,i,i,-8,-1,i,i,i,i,0,i
O=S(=O)(Nc1ccc(N2CCOCC2)cc1)c1ccc2ccccc2c1,i,i,i,-6,-7,i,i,i,i,6,i
Cc1cc(=O)oc2cc(NC(=O)c3ccccc3OC(F)F)ccc12,i,i,i,-6,3,i,-11*,i,i,1,i
COC(=O)[C@@H](N)Cc1ccc(O)cc1,i,i,i,-8,-4,i,/,i,i,/,i
CCn1ncc(/C=C/C(=O)C2CC2)c1C,i,i,i,-8,-2,i,i,i,i,-3,i
CC(C)(C)NC(=O)C1CCCN(S(=O)(=O)c2cccc3cccnc23)C1 (stereo unspecified),i,i,i,-11,12,i,i,i,i,-17,i
CCOC(=O)C1=C(C)N=c2s/c(=C/c3ccc(OCC(=O)O)cc3)c(=O)n2C1c1ccc(F)cc1 (stereo unspecified),i,i,i,-5,12,i,i,i,i,-3,i
NC(=O)c1cccn1-c1ncc(C(F)(F)F)cc1Cl,i,i,i,-6,-4,i,i,i,i,-2,i
COC(=O)c1cccc(N/C=C(\[N+](=O)[O-])S(=O)(=O)c2ccccc2)c1,i,i,i,-6,-6,i,i,i,i,-1,i
COC(=O)C(Cc1c[nH]c2ccccc12)NC(=O)C(=O)c1c[nH]c2ccccc12 (stereo unspecified),7*,i,i,-18,-12,i,i,-12*,i,-2,i
O=C(c1cc2ccccc2o1)N1CCN(Cc2ccc3c(c2)OCO3)CC1,i,i,i,-7,-5,i,i,i,i,-2,i
Cc1ccc2c(c1)C(c1ccc(O)cc1)(c1ccc(O)cc1)C(=O)N2C,i,i,i,-10,9,i,i,i,i,2,i
Cc1ccc(NC(=O)CSCC(=O)Nc2ccc(N3CCOCC3)c(Cl)c2)cc1,i,i,i,-10,2,i,i,i,i,22,i
Cc1ccc2nc(SCC(=O)Nc3cccc([N+](=O)[O-])c3)[nH]c2c1,i,i,i,-8,7,i,i,i,i,3,i
COc1ccc(-c2nc3ccccn3c2C=O)cc1,i,i,i,-5,13,i,i,i,i,6,i
CCCNC(=O)/C(C#N)=C1\N=C(NC(=O)c2cccs2)c2ccccc21,i,i,i,-2,-2,i,i,i,i,2,i
CC(C)(C)NS(=O)(=O)c1ccc(-c2csnn2)s1,i,i,i,-6,3,i,i,i,i,-5,i
O=C(CCNC(=O)c1ccc(Br)cc1)Nc1cc(Cl)ccc1-n1cncn1,i,i,i,-16,-1,i,i,i,i,-3,i
COc1ccc(NC(=O)CSc2nnc(-c3ccoc3C)n2CCc2ccccc2)cc1,i,i,i,-11,-1,i,i,i,i,4,i
Cc1ccccc1-n1c(SCC(=O)N/N=C/C=C/c2ccccc2[N+](=O)[O-])nc2ccccc2c1=O,i,i,i,-7,0,i,i,i,i,-1,i
Cc1ccc(CSCCNS(=O)(=O)c2ccc([N+](=O)[O-])cc2)cc1,i,i,i,-6,3,i,i,i,i,-1,i
O=C(CNC(=O)c1cc(S(=O)(=O)N2CCCCC2)ccc1N1CCOCC1)Nc1ccc(F)c(F)c1,i,i,i,-20,-2,i,i,i,i,11,i
Cc1ccc(CN(c2ccc(C(=O)N3CCCC3)cc2)S(C)(=O)=O)cc1,i,i,i,-6,0,i,i,i,/,-5,i
CC(C)[C@H](NC(=O)[C@@H]1Cc2ccccc2CN1)C(=O)NC1CCCCC1,i,i,i,-8,-1,i,i,i,i,-9,i
CC1(C)CC(=O)C2=C(C1)OC1=C(C(=O)CC(C)(C)C1)C2c1ccc(O)cc1O,7*,i,i,-42,9,i,i,-7*,i,4,i
COC(=O)C1C(=O)c2c(n[nH]c2C)CC1(C)C (stereo unspecified),i,i,i,-11,5,i,i,i,i,-5,i
C/C(=N\c1nc2ccccc2n1C)c1cc(Cl)ccc1O,i,i,i,0,1,i,i,i,i,-4,i
O=C1CC2CS(=O)(=O)CC2N1c1ccc(Cl)cc1Cl (stereo unspecified),i,i,i,-3,-3,i,i,i,i,-4,i
Cc1cccc(CSc2nnc(-c3cccs3)n2Cc2ccco2)c1,i,i,i,-20,-7,i,i,i,i,-3,i
CCOC(Cn1c(SCc2cc(C(C)=O)ccc2OC)nc2ccccc2c1=O)OCC,i,i,i,-4,4,i,i,i,i,0,i
NC(=O)CCn1c(C(=O)c2cccc([N+](=O)[O-])c2)c2ccccc2[n+]1[O-],i,i,i,-6,-1,i,i,i,i,-2,i
O=C(Cn1cc(SCc2ccc(Cl)cc2)c2ccccc21)N1CCOCC1,i,i,i,-6,-5,i,i,i,i,3,i
Cc1cc(NC(=O)Nc2cccc3ccccc23)no1,i,i,i,-8,1,i,i,i,i,-3,i
COc1cc(C(=O)Sc2ccc(C)cc2)cc(OC)c1OC,i,i,i,-2,-4,i,i,i,i,4,i
O=C(NCCNc1ccc([N+](=O)[O-])cc1)c1cccc2c(Br)cccc12,i,i,i,-6,-13,i,i,i,i,-6,i
COc1ccccc1C(=O)O/N=C(/c1ccncc1)c1ccc([N+](=O)[O-])cc1,i,i,i,-12,2,i,i,i,i,-1,i
CCOC(=O)N1CCC(NC(=O)C2CCCN(Cc3nc(-c4cccc(Cl)c4)oc3C)C2)CC1 (stereo unspecified),i,i,i,-6,17,i,i,i,i,2,i
O=C1CCCC(O)=C1C=Nc1cccc(C(F)(F)F)c1,i,i,i,-18,3,i,i,i,i,-1,i
CCN1C(=O)/C(=C2\SC(=S)N(NC(=O)c3ccccc3O)C2=O)c2ccccc21,10*,i,i,-26,-9,i,i,i,i,-2,i
COc1ccc(CCNC(=O)CNCC(c2ccccc2)N(C)C)cc1OC (stereo unspecified),i,i,i,-4,10,i,i,i,i,-2,i
CCc1c(C)sc2nc3c(C(=O)N4CCOCC4)cc(C(=O)c4ccccc4O)cn3c(=O)c12,i,i,i,-12,4,i,i,i,i,/,i
CC1(C)Oc2ccc(C(=O)NC3CCCC3)cc2N(CC(=O)N2CCOCC2)C1=O,i,i,i,-8,1,i,i,i,i,5,i
CC(=O)Oc1ccc(-c2cccc(C(=O)NCCCO)c2)cc1,i,i,i,-3,-7,i,i,i,i,4,i
O=[N+]([O-])c1cccc(N(CC(O)CN2CCCCC2)S(=O)(=O)c2ccccc2)c1 (stereo unspecified),i,i,i,-10,1,i,i,i,/,-1,i
CCOc1ccccc1CN1CCC(n2nccc2NC(=O)C2CCCC2)CC1,i,i,i,-8,3,i,i,i,i,4,i
O=C(CSCCc1ccccn1)Nc1cccnc1,i,i,i,-3,-2,i,i,i,i,6,i
Cc1ccc(CSc2ncccc2C(=O)O)cc1,i,i,i,-5,1,i,i,i,i,6,i
COC(=O)CCc1sc(Nc2ccc(Br)cc2)nc1-c1ccc(OC)cc1,i,i,i,-8,13,i,i,i,i,-3,i
Cc1ccc(C(=O)N/C(=C\c2ccco2)C(=O)N2CC(C)OC(C)C2)cc1C (stereo unspecified),i,i,i,-7,/,i,i,i,/,-1,i

Single records, from the list above. Order of screens: KCNQ1 inh | TRPC4 act | TRPC4 potent | hERG protect | Platelet DG rel | TRPC4 inh | KCNK3 block | KCNK9 inh | PolyA inhibitor | DYRK1A inh | KCNQ1 pot
`COc1ccc(CCNC(=O)CNCC(c2ccccc2)N(C)C)cc1OC` (stereo unspecified) is listed as i | i | i | -4 | 10 | i | i | i | i | -2 | i
`CC1(C)CC(=O)C2=C(C1)OC1=C(C(=O)CC(C)(C)C1)C2c1ccc(O)cc1O` is listed as 7* | i | i | -42 | 9 | i | i | -7* | i | 4 | i
`CCOC(=O)N1CCC(NC(=O)C2CCCN(Cc3nc(-c4cccc(Cl)c4)oc3C)C2)CC1` (stereo unspecified) is listed as i | i | i | -6 | 17 | i | i | i | i | 2 | i

A draw from above in order of number of heavy atoms, largest number first:
Compound,KCNQ1 inh,TRPC4 act,TRPC4 potent,hERG protect,Platelet DG rel,TRPC4 inh,KCNK3 block,KCNK9 inh,PolyA inhibitor,DYRK1A inh,KCNQ1 pot
COc1ccc(CCNC(=O)CNCC(c2ccccc2)N(C)C)cc1OC (stereo unspecified),i,i,i,-4,10,i,i,i,i,-2,i
COC(=O)CCc1sc(Nc2ccc(Br)cc2)nc1-c1ccc(OC)cc1,i,i,i,-8,13,i,i,i,i,-3,i
Cc1ccc(CN(c2ccc(C(=O)N3CCCC3)cc2)S(C)(=O)=O)cc1,i,i,i,-6,0,i,i,i,/,-5,i

A portion of the library; count on the stated rates, not on these rows.
